Tb PGK inh – blocks T. brucei phosphoglycerate kinase. P07378. PGK/GAPDH coupled, Kinase-Glo luminescence, 60 min. Potency, µM (titrated, usually from 57.5 µM), for the others: at the highest dose activity change, negative = inhibition, most hits filed as inhibitors. actives 0.043% (n = 380,000); note: % is set by controls: 0 for no effect and ±100 for the full control effect; nearly all actives have a fitted effect of over 60% in size
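Recombinant glycosomal PGK reaction used 1,3-bisphosphoglycerate generated in-well by GAPDH (100nM final) in 100mM TEA pH 7.6, 5mM MgCl2, 0.01% Tween-20. After 60 minutes at room temperature, ATP was read by Kinase-Glo Plus luminescence end-point.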
POLI inh – DNA polymerase iota (human) inhibition; Q9UNA4; Pol iota fluorescent replication assay, 10 min; Potency, µM (doses to about 115 µM), without a hit: at the top dose activity, negative = inhibition, actives largely listed as inhibitors; actives 1% (n = 390,000)
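Fluorescent replication assay read twice, at 0 min and 10 min after adding 50 nM (final) substrate. Enzyme (10 nM) and compounds were first incubated 15 min at room temperature; enzyme-free buffer wells were negative controls.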
BAZ2B inh – BAZ2B (human) inhibition. actives 4.4% (n = 360,000). AlphaScreen BAZ2B-H3K14Ac peptide displacement. Potency, µM (top dose mostly 114 µM), without a hit: top-dose activity change, negative = inhibition, usual class: inhibitors. Q9UIF8; note: % is set by controls: 0 for no effect and ±100 for the full control effect; nearly all actives have a fitted effect of over 60% in size
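Protein-peptide AlphaScreen: BAZ2B 50 nM, b-H3K14Ac 50 nM, 1x PBS pH 7.4 + 0.01% Tween-20. Preincubation 30 min RT; cpd 30 min RT (top 110 uM); beads 20 min RT, light-protected.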
JMJD2A Tudor – JMJD2A Tudor domain (human) inhibition; AID 504339; AlphaScreen JMJD2A-Tudor / H3K4me3 peptide binding; O75164; actives 4.4% (n = 390,000); Potency, µM (series often up to 114 µM), inactives show at the top dose activity change, negative = inhibition, usual class: inhibitors; note: % is set by controls: 0 for no effect and ±100 for the full control effect; nearly all actives have a fitted effect of over 50% in size
G9a inh – inhibitors of human histone lysine methyltransferase G9a | actives 8.8% (n = 350,000) | Q96KQ7 | AID 504332 | G9a H3K9 monomethylation, AlphaScreen, 2 h | Potency, µM (highest dose often 102 µM), inactives show top-dose activity, negative = inhibition, actives largely listed as inhibitors; note: % is set by controls: 0 for no effect and ±100 for the full control effect; nearly all actives have a fitted effect of over 75% in size
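Enzyme 20 nM + cpd, 15 min RT; add b-H3K9 pep 500 nM / SAM 20 uM; 2 h RT; anti-H3K9me1 Ab 0.5 ug/mL + SA donor / anti-rabbit acceptor beads 20 ug/mL each, 10 min; AlphaScreen read.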
BLM helicase inh – blocks DNA unwinding by human BLM helicase; P54132; Potency, µM (top dose mostly 56.1 µM), for inactives: top-dose activity change, negative = inhibition, most hits filed as inhibitors; actives 0.2% (n = 350,000); recombinant BLM DNA unwinding, fluorescence dequenching; AID 2528;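 note: plate controls were vehicle for no effect and no enzyme for full effect; nearly all actives have a fitted effect of over 35% in size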
HP1b chromo inh – blocks HP1-beta chromodomain binding to methylated histone tails; P83916; AID 540317; Potency, µM (series often up to 114 µM), without a hit: at the top dose activity change, negative = inhibition, actives largely listed as inhibitors; AlphaScreen HP1-beta / biotin-H3K9me3 peptide binding; actives 0.56% (n = 390,000); note: nearly all actives have a fitted effect of over 70% in size; inactives centre near 23
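AlphaScreen: HP1-beta (50 nM) preformed 30 min with biotin-H3(1-18)K9me3 peptide (50 nM) in PBS pH 7.4, 0.01% Tween-20. Compound added for 30 min at RT, then streptavidin donor/nickel chelate acceptor beads (10 ug/mL) for 30 min.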
Pin1 inh – inhibitors of human Pin1; Potency, µM (titrated, usually from 115 µM), without a hit: at the highest dose activity, negative = inhibition, actives largely listed as inhibitors; actives 0.009% (n = 390,000); Q13526; AID 504891; Pin1 FP peptide displacement, HiFluor488, 10 min; active = well fitted inhibition curve with a large enough effect in the polarisation, with a control signal flat, not every such curve was filed as active; inconclusive = small, poorly fitted or top-dose-only effect, or effect the other way, or a change in a side signal; inactive = no such curve, though single readings can be large or run the other way; the % refers to the polarisation; note: % is set by controls: 0 for no effect and ±100 for the full control effect
GLS inhibitor – glutaminase GLS (human) inhibition. GLS enzymatic activity, qHTS titration. Potency, µM (series often up to 45.5 µM), without a hit: top-dose activity change, negative = inhibition, actives largely listed as inhibitors. actives 0.21% (n = 410,000); note: % is set by controls: 0 for no effect and ±100 for the full control effect
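Coupled fluorescence readout: glutamate oxidase/HRP/Amplex Red detect glutamate formed by hKGA from L-glutamine (1 mM solution added). Buffer 45 mM KH2PO4 pH 8.2, 0.02% Tween-20; reads at t0 and 30 min RT.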
* = called active by the depositor; i = inactive; ? = inconclusive; . = not tested or not shown; [ ] = remark or other dose. Unless noted, calls come from the whole dose curve; as a rule, active = well fitted curve in the direction sought with a large enough effect; inconclusive = small, poorly fitted or top-dose-only effect, or another doubt; inactive = no such curve, though single readings can be large; an effect the other way counts as inactive or inconclusive. Potency is the fitted concentration of half-maximal effect. This is a subset. The share of hits here may be higher or lower than overall.

Tb PGK inh,POLI inh,BAZ2B inh,JMJD2A Tudor,G9a inh,BLM helicase inh,HP1b chromo inh,Pin1 inh,GLS inhibitor,Compound
4.8%,9.8%,12.7%,-4.1%,1.9%,-7.4%,39.7%[activator],9.6%,-6.4%,Cc1cc(NC(=O)c2ccccc2)ncc1NC(=O)c1cccs1
2.0%,18.9%,-15.6%,-21.9%,-27.5%[59 µM],-0.3%,33.8%[activator],0.9%,-8.4%,CCc1ccccc1N(CC)C(=O)Cn1nc(Cc2ccncc2)c2ccccc2c1=O
2.2%,9.8%,-0.9%,3.7%,9.3%,-3.9%,31.4%,-9.4%,2.9%,CC(=O)Nc1ccc(N2C(=O)CSC2c2ccccc2)cc1 (centres undefined)
-4.4%,62.0%[activator],-1.3%,2.7%,5.7%[0.501 µM],.,45.8%[activator],-0.7%,-9.0%,O=C(CN1C(=O)NC2(CCCCC2)C1=O)N1CCN(S(=O)(=O)c2ccc(F)cc2)CC1
8.0%,68.1%[activator],-5.5%,9.6%,37.7%[12.7 µM],-0.2%,29.3%,0.1%,7.9%,O=C(Nc1ccc(Cl)cc1)N1CCOC12CCC1(CC2)OCCO1
-4.5%,48.5%[activator],5.3%,-13.6%,?,3.8%,30.5%[activator],-1.0%,-11.2%,COCCN(C(=O)CSc1nc2ccccc2c(=O)n1CCOC)c1c(N)n(Cc2ccccc2)c(=O)[nH]c1=O
0.5%,-9.0%,-9.6%,1.4%,2.9%,-1.9%,19.6%,-1.5%,-0.6%,Cc1c(C(=O)Nc2ccccc2)sc2nc3n(c(=O)c12)CCCCC3
-9.2%,22.4%,-20.8%,-29.2%,?,0.3%,61.3%[activator],-3.2%,-11.9%,COc1ccccc1CCNC(=O)c1cc2ccccn2n1
i,11.0%,-24.4%,-16.0%,-0.7%[59 µM],-0.7%,36.2%,0.1%,19.3%,Cc1ccccc1NC(=O)c1c(C)oc2ccc(O)c(CN3CCCC(C)C3)c12 (centres undefined)
0.1%,6.6%,5.0%,-4.2%,-25.3%,-5.4%,1.0%,-18.3%,10.3%,COc1ccc(C2Nc3ccccc3C(=O)N2NS(=O)(=O)c2ccccc2)cc1 (centres undefined)
9.0%,73.9%[activator],-16.0%,-4.2%,0.7%[59 µM],-5.9%,33.2%,-8.2%,-1.9%,CC(C)CC1NC(=O)N(CC(=O)Nc2ccccc2-c2ccccc2)C1=O (centres undefined)
-2.7%,18.2%,5.6%,13.7%,-1.1%[59 µM],-0.9%,16.0%,-6.3%,.,O=C(CC1NC(=O)NC1=O)Nc1ccccc1 (centres undefined)
-5.5%,-3.4%,-18.7%,-2.0%,-22.3%[59 µM],-9.6%,38.2%,0.8%,-5.4%,O=C(Nc1ccccc1Cl)[C@H](CSCc1ccccc1)N1Cc2ccccc2C1=O
-9.9%,15.1%,3.1%,7.2%,-2.8%,-4.8%,4.9%,0.7%,3.0%,CCCOc1nc2c(c(=O)n(C)c(=O)n2C)n1CCC
-2.3%,40.0%[activator],-14.0%,-5.6%[57.1 µM],?,-7.1%,45.4%[activator],-1.6%,0.0%,CN(C(=O)COC(=O)c1nc(Cl)c(Cl)c(Cl)c1Cl)C1CCS(=O)(=O)C1 (centres undefined)
-10.0%,10.4%,0.3%,-11.8%,-15.7%[59 µM],-5.3%,14.4%,-0.3%,21.8%,CC(CCc1ccccc1)NC(=O)C(Cc1ccccc1)NS(=O)(=O)c1cccs1 (centres undefined)
2.1%,55.5%[activator],-26.4%[57.1 µM],-33.8%,2.0%,-3.9%,72.1%[activator],-1.4%,-5.0%,CCc1cccc(NC(=O)CCc2c(C)nn(-c3ccc(N4CCCCC4)nn3)c2C)c1
-1.6%,-4.5%,-24.0%,-6.4%,-15.5%,-4.0%,38.8%[activator],-7.3%,-2.7%,CCOC(=O)N1CCN(c2c(N3CC=C(c4ccccc4)CC3)c(=O)c2=O)CC1
-11.5%,16.0%,?,?,50.1µM*,-4.3%,-13.6%,5.1%,9.8%,Cn1ccnc1SCC(=O)c1ccc(Br)cc1
-6.6%,5.8%,10.3%,-11.3%,-4.4%,0.9%,10.3%,1.4%,12.3%,COc1ccc(Cl)c(Cn2c(NCCCO)nc3c2c(=O)n(C)c(=O)n3C)c1
-6.6%,7.0%,-16.7%,-13.0%,34.6%,-2.0%,42.7%[activator],-3.7%,5.3%,O=C(NCCc1ccc(F)cc1)c1cccc(NC(=O)c2ccccc2)c1
8.5%,33.7%[activator],-28.8%,-12.2%,56.2µM*,-1.1%,?,17.8%,15.4%,Cc1nc(-c2ccc(S(=O)(=O)N3CCN(C4c5ccccc5-c5ccccc54)CC3)s2)cs1
11.3%,13.6%,.,0.0%,.,.,2.7%,0.2%,-2.8%,CC1CN(Cc2ccccc2)C(=O)NC1=O (centres undefined)
3.3%,6.4%,-8.1%,-13.8%,-8.8%[59 µM],-0.1%,23.3%,1.8%,-7.5%,CCn1cc2c(n1)-c1c(oc(C(=O)Nc3ccc(Br)cc3F)c1C)CC2
12.3%,4.5%,-28.8%,-24.7%,-32.4%[59 µM],-8.4%,10.5%,-3.6%,7.4%,Cc1ccc(Cl)cc1NC(=O)C1CCN(c2nc3ccccc3n3cccc23)CC1
-14.4%,?,?,?,-5.4%[12.7 µM],.,8.6%,-5.9%,20µM*,Cc1cc(C(=O)NNS(=O)(=O)c2cc(C(=O)O)ccc2Cl)c(C)n1-c1ccccc1
-2.2%,54.8%[activator],-8.2%,-8.9%,.,-8.4%,15.8%,0.4%,-0.6%,NC(=O)c1cc([N+](=O)[O-])ccc1N1CCN(Cc2ccccc2)CC1
-9.7%,-0.1%,1.3%,-15.7%,11.7%[59 µM],-2.8%,14.3%[57 µM],8.4%,19.0%,Cc1ccc(/C=C/c2onc(C)c2S(=O)(=O)N2CCC(C(=O)Nc3cccc(C#N)c3)CC2)cc1
-3.3%,57.3%[activator],-24.9%,-24.2%,3.16µM*,-0.4%,?,2.6%,?,O=C(NCCO)c1cc2cc(Cl)cc(Cl)c2oc1=O
-1.4%,124.5%[activator],1.1%,-20.3%,-5.5%[12.7 µM],-2.4%,-23.8%,-1.8%,-11.3%,COc1ccc2oc(=N)c(C(=O)Nc3ccc(F)cc3)cc2c1
-4.7%,4.5%,0.9%,2.8%,8.9%,-5.7%,38.7%,-4.4%,-8.8%,S=C1NCCOCCOCCOCCNC(=S)N2CCOCCOCCN1CCOCCOCC2
-5.4%,?,-3.4%,-10.4%,44.7µM*,-4.2%,64.1%[activator],0.3%,0.0%,CS(=O)(=O)c1nc(-c2ccc(F)cc2)cc(C(F)(F)F)n1
-0.5%,131.0%[activator],-5.3%,-11.3%,7.2%,1.0%,23.7%,-3.5%,10.0%,CCCCNC(=O)CSc1nc(O)cc(=O)n1C1CCCC1
-11.5%,?,.,-29.0%,25.1µM*,-2.3%,15.3%,?,-1.4%,O=C(O)c1cccc(N/N=C/c2ccc(-c3ccccc3)cc2)c1
i,38.4%[activator],9.4%,3.98µM*,2.8%,-2.8%,16.2%,10.6%,2.3%,COc1cc(OC)c(/C=N/NC(=O)c2ccncc2)c(OC)c1
.,21.5%,-21.3%,-3.7%,11.2%,-2.1%,-3.3%,-2.8%,-0.6%,CCc1cccc2c(C=C(C#N)C#N)cn(CC(=O)N3CCCC3)c12
8.0%,-3.6%,-27.1%,-0.6%,35.5µM*,1.4%,30.1%,-1.2%,6.1%,CCn1c(C)[n+](CC)c2ccc(C(=O)N(C)c3ccccc3)cc21
-1.9%,79.4µM*,.,?,.,.,2.1%,7.4%,3.1%,C(=NN=C(NN=Cc1cccs1)NN=Cc1cccs1)c1cccs1
3.9%,1.2%,-5.0%,-10.2%,0.1%,-1.9%,7.4%,0.6%,-7.8%,CC(C)NC(=O)Cn1c(SCC(=O)N2c3ccccc3CC2C)nc2ccccc21 (centres undefined)
-6.2%,11.9%[58.9 µM],7.7%,-1.1%,15.6%,11.6%,28.1%,14.4%,1.0%,Cn1cc([N+](=O)[O-])c(C(=O)n2cccn2)n1

Random excerpt: 2 entries already listed
Tb PGK inh,POLI inh,BAZ2B inh,JMJD2A Tudor,G9a inh,BLM helicase inh,HP1b chromo inh,Pin1 inh,GLS inhibitor,Compound
8.0%,68.1%[activator],-5.5%,9.6%,37.7%[12.7 µM],-0.2%,29.3%,0.1%,7.9%,O=C(Nc1ccc(Cl)cc1)N1CCOC12CCC1(CC2)OCCO1
-1.9%,79.4µM*,.,?,.,.,2.1%,7.4%,3.1%,C(=NN=C(NN=Cc1cccs1)NN=Cc1cccs1)c1cccs1

(further entries)
Tb PGK inh,POLI inh,BAZ2B inh,JMJD2A Tudor,G9a inh,BLM helicase inh,HP1b chromo inh,Pin1 inh,GLS inhibitor,Compound
.,41.0%[activator],?,-5.2%,-7.2%,0.7%,15.9%,0.7%,0.3%,O=C(Nc1cccnc1)c1ccco1
4.0%,?,-6.6%,-15.1%,2.7%[12.7 µM],.,8.5%,?,-1.7%,CN(C)c1ccc(S(=O)(=O)NCC(=O)OCC(=O)NC(=O)C2CCCCC2)cc1[N+](=O)[O-]
-2.3%,19.7%,-5.2%,-14.3%,19.7%[59 µM],-5.4%,38.6%,-1.7%,-10.3%,Cc1ccc(NC(=O)CCS(=O)(=O)c2cc3[nH]c(=O)c(=O)[nH]c3cc2C)cc1
-1.5%,116.4%[activator],-10.3%,-7.5%,20.6%,-3.4%,21.1%,1.9%,3.7%,COC(CNC(=O)c1cnn2c(C)c(Cc3ccccc3)c(C)nc12)OC
-7.3%,30.4%[activator],-31.8%,-13.8%,-32.0%,.,23.8%,-2.7%,-4.3%,O=C(NCc1ccncc1)C1CCCN(S(=O)(=O)c2cc(Cl)ccc2Cl)C1 (centres undefined)
3.7%,9.5%,-3.0%,6.9%,1.8%,-7.5%,31.6%,2.8%,1.2%,O=C(NCc1ccco1)C1CC(c2ccc(Cl)c(Cl)c2)=NO1 (centres undefined)
